CF NFkB inh = inhibitors of PAF-induced NF-kB signaling, primary screen, cell-based, GFP fluorescence, uHTS | KKLEB NF-kB-GFP reporter, GFP fluorescence overnight | inhibition, % at 5 µM | hit rate 0.86% among 360,000 | AID 588850, 2011;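 active means at least 50% inhibition at 5 µM, scaled per plate between neutral and stimulator controls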;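 further: PAF is a Pseudomonas aeruginosa culture filtrate used as stimulus; plate controls were PAF-stimulated DMSO wells for no effect and unstimulated DMSO wells for full effect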
TROY NFkB inh = inhibitors of TROY-driven NF-kB signaling, primary screen, Q293 LMP1-TROYcd cells, NF-kB luciferase, uHTS. AID 1347056, 2019. inhibition, % at 10 µM. hit rate 0.98% among 360,000. Q293 LMP1-TROYcd NF-kB luciferase reporter, 4 h;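 active means compounds whose plate-normalised and pattern-corrected inhibition of the luciferase reporter signal at the single screening dose is 50% or more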
COUP-TFII inh = NR2F2 transcriptional activity inhibitors, primary screen, cell-based, luciferase reporter, HEK293T, luminescence; AID 686940, 2013; COUP transcription factor 2 (Homo sapiens), P24468; HEK293T NGFI-A luciferase reporter; inhibition, % at 8.6 µM; hit rate 0.7% among 370,000;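 active means inhibition above a per-plate cutoff, mean inhibition of test wells between control levels plus 3 SD, cut at about 38% in these data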;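 further: cells cotransfected with COUP-TFII expression vector driving the NGFI-A reporter; 0% = median of COUP-TF2 test wells and 100% = reporter-only cells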
KKLEB cytotox = cytotoxicity in KKLEB CF airway cells, primary screen, cytotoxicity control for CF NF-kB inhibitor project, cell-based, uHTS, fluorescence assay plates; KKLEB CF airway cells viability, ATPlite luminescence, overnight; active compounds read low; cells stimulated with P. aeruginosa culture filtrate; activity change (cytotoxicity), % at 5 µM; hit rate 0.36% among 360,000;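 active means corrected activity change at or below -50% at 5 µM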
C8 TRAIL sens = viability loss with TRAIL in NB7+C8 cells, primary screen, TRAIL sensitizer project, cell-based, ATPlite luminescence; hit rate 1% among 360,000; inhibition (viability loss, TRAIL sensitization), % at 10 µM;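 active means compounds causing at least 50% loss of cell viability in the single-dose screen, relative to plate controls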
NCOA3 inh = SRC3 coactivator transcriptional activity inhibitors, primary screen, cell-based, luminescence; Nuclear receptor coactivator 3 (Homo sapiens), Q9Y6Q9; hit rate 0.17% among 360,000; inhibition, % at 3.6 µM; HEK293 GAL4-SRC3 luciferase reporter;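 active means inhibition above a per-campaign cutoff, the mean of all compounds plus 3 SD, cut at about 60% in these data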;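 further: 0% = DMSO-treated cells and 100% = gossypol-treated cells at 36 µM; higher means less SRC3-driven luciferase light from the GAL4 reporter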
NCOA2 inhibitor = inhibition of GAL4-SRC2 driven luciferase reporter, primary screen, SRC2 inhibitor project, cell-based, luminescence | Nuclear receptor coactivator 2 (Homo sapiens), Q15596 | HEK293 GAL4-SRC2 luciferase reporter | inhibition, % at 9 µM | hit rate 0.17% among 370,000 | AID 651957, 2012;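 active means inhibition above the mean inhibition of all tested compounds plus 3 SD, set per campaign, cut at about 52% in these data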;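 further: 0% = DMSO treated cells and 100% = cells given Gossypol at 36 µM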
EBV LMP1 NFkB = EBV LMP1-driven NF-kappaB luciferase reporter inhibitors, primary screen, cell-based, luminescence, single point; hit rate 0.69% among 350,000; LMP1-induced NF-kappaB luciferase reporter cells; inhibition, % at 12.5 µM; AID 504558, 2011; in the data active means inhibition above about 41%;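 further: 0% = neutral control wells and 100% = reference inhibitor control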
TWEAK Fn14 block = inhibitors of TWEAK-Fn14 signaling, primary screen, luciferase reporter cells, uHTS. inhibition, % at 10 µM. hit rate 2% among 360,000. TWEAK-stimulated Fn14 reporter cells, luciferase luminescence, 8 h; in the data active means inhibition above about 50%
NR5A2 inv ag = LRH-1 (NR5A2) inverse agonists, primary screen, cell-based, luminescence, HEK293T, StAR-luciferase reporter; Nuclear receptor subfamily 5 group A member 2 (Homo sapiens), O00482; LRH-1 transfected, 24 h; inhibition, % at 3.6 µM; hit rate 0.13% among 360,000; AID 602396, 2012;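 active means inhibition above the mean inhibition of all tested compounds plus 3 SD, cut at about 73% in these data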;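 further: 0% = DMSO wells and 100% = reporter-only cells lacking LRH-1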
NCOA1 inh = SRC1 coactivator transcriptional activity inhibitors, primary screen, cell-based, luminescence; Nuclear receptor coactivator 1 (Homo sapiens), Q15788; HEK293 GAL4-SRC1 luciferase reporter; AID 588354, 2011; hit rate 0.12% among 360,000; inhibition, % at 3.6 µM;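 active means inhibition above the campaign mean plus 3 SD, with each screening campaign given its own cutoff, cut at about 60% in these data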;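 further: 0% = DMSO treated cells and 100% = gossypol at 36 µM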
* hit, by the source's call; · = not tested or not shown.

#1 CCc1nc2ccc(C(=O)N3CCN(C(C)=O)CC3)cn2c1N(CC)C(=O)NCCc1ccccc1
#2 O=C(O)CCCC(=O)N1CCN(c2nc(-c3ccccc3Cl)c3cc(Br)ccc3n2)CC1
#3 CCc1ccc(C(=O)CN2C(=O)NC3(CCOc4ccccc43)C2=O)s1 (stereo not drawn)
#4 O=C(Nc1ccc(N2CCOCC2)c(S(=O)(=O)Nc2cc(Cl)ccc2Cl)c1)c1cccnc1
#5 COc1cc(CC(=O)NCC2CCCCC2)cc(OC)c1OC
#6 Oc1ccc(C[C@H]2CNCCN2CC2CCCCC2)cc1
#7 COC(=O)c1cc(=O)n2c(sc3ccccc32)c1C#N
#8 COc1cc(N2CCCC2)c(OC)cc1/C=C(/C#N)c1cccc(F)c1
#9 CC1CCCN(CC(O)COCc2ccc3c(c2)OCO3)C1 (stereo not drawn)
#10 CC1Cc2ccccc2N1C(=O)Cn1cnc2c1c(=O)n(C)c(=O)n2C (stereo not drawn)
Assay by compound	1	2	3	4	5	6	7	8	9	10
CF NFkB inh	-11	0	9	-1	-12	17	-25	-51	13	-8
TROY NFkB inh	-8	-7	5	1	5	2	-21	-5	6	2
COUP-TFII inh	-25	20	-18	2	-8	-15	7	·	-31	4
KKLEB cytotox	6	7	-9	-12	-11	0	-8	-20	-6	19
C8 TRAIL sens	12	-12	-5	4	-7	3	2	30	17	-5
NCOA3 inh	-20	-12	3	9	9	-9	16	-6	6	9
NCOA2 inhibitor	-19	-4	-15	6	1	25	16	·	-18	9
EBV LMP1 NFkB	·	-1	-8	-5	6	-1	-14	0	-6	3
TWEAK Fn14 block	-6	15	8	3	-15	12	-24	-11	-10	3
NR5A2 inv ag	-23	3	-6	-10	-9	6	21	5	6	-18
NCOA1 inh	1	-1	10	4	13	9	7	-8	1	3

#11 O=C(Nc1ccc(N2CCN(C(=O)c3cccs3)CC2)cc1)c1ccccc1Cl
#12 C/C(CC(=O)NCCCN1CCOCC1)=N\NC(=O)COc1cccc2ccccc12
#13 CCOc1cccc(-c2nnc3sc(COc4ccc(Cl)cc4)nn23)c1
#14 CCCCn1c(N)c(N(CC)C(=O)c2cc(Br)ccc2Cl)c(=O)[nH]c1=O
#15 Cc1cc2nc(-c3ccc(SCc4ccccn4)nc3)[nH]c2cc1C
#16 CO/N=C/NC(=O)C1=NOC(CNc2ncc(C(F)(F)F)cc2Cl)C1 (stereo not drawn)
#17 COc1ccccc1CNC(=O)CCNS(=O)(=O)c1ccc2[nH]c(=O)oc2c1
#18 Cc1c(-c2cccc(Cl)c2)nc2ccccc2c1C(=O)OC/C(O)=C(\C#N)c1nc2ccccc2[nH]1
#19 CCOC1=C2[C@H]([C@H]3C(=O)N(c4ccccc4)C(=O)[C@H]3C1)[C@@H](C(C)C)N(S(=O)(=O)c1ccc(C)cc1)[C@H]2c1ccccc1
#20 CCN(CC)C(=O)C1=C(C)N(CCCOC)C(=O)C(CC(=O)NCC2CCCCC2)C1 (stereo not drawn)
Assay by compound	11	12	13	14	15	16	17	18	19	20
CF NFkB inh	6	-33	-1	16	26	8	-2	32	8	-15
TROY NFkB inh	21	3	-44	31	35	-7	-4	9	-31	-9
COUP-TFII inh	14	-17	6	13	11	-6	4	2	-4	-2
KKLEB cytotox	-6	3	-6	10	-28	5	3	-39	0	3
C8 TRAIL sens	3	-18	-12	-3	31	18	-4	17	-6	-1
NCOA3 inh	5	-1	-6	6	-43	-36	8	-10	0	10
NCOA2 inhibitor	-3	-1	-43	13	-14	-8	7	14	-11	-17
EBV LMP1 NFkB	5	-4	0	8	-23	-3	-4	-45	·	-2
TWEAK Fn14 block	2	0	-14	10	17	-21	1	17	11	24
NR5A2 inv ag	-1	3	1	9	-121	-5	-10	12	-8	5
NCOA1 inh	12	-6	7	-1	-48	5	2	-10	9	4

Next section, starting with the last 4 of the part before.
#17 COc1ccccc1CNC(=O)CCNS(=O)(=O)c1ccc2[nH]c(=O)oc2c1
#18 Cc1c(-c2cccc(Cl)c2)nc2ccccc2c1C(=O)OC/C(O)=C(\C#N)c1nc2ccccc2[nH]1
#19 CCOC1=C2[C@H]([C@H]3C(=O)N(c4ccccc4)C(=O)[C@H]3C1)[C@@H](C(C)C)N(S(=O)(=O)c1ccc(C)cc1)[C@H]2c1ccccc1
#20 CCN(CC)C(=O)C1=C(C)N(CCCOC)C(=O)C(CC(=O)NCC2CCCCC2)C1 (stereo not drawn)
#21 CCCc1cc(=O)[nH]c(SCc2nc3ccc([N+](=O)[O-])cc3[nH]2)n1
#22 Cc1ccsc1/C=N/n1cnnc1
#23 Cc1ccc2[nH]c3c(c2c1)CN(C(=O)CN1CCCc2ccccc21)CC3
#24 COC(=O)CN(C(=S)Nc1ccccc1)C1CC(=O)N(c2ccc(OC)cc2)C1=O (stereo not drawn)
#25 Cc1cccc(OCc2nnc(-c3ccc(F)cc3)o2)c1
#26 Clc1ccc(OCCn2c(-c3ccco3)nc3ccccc32)cc1
#27 CN(c1ccccc1)S(=O)(=O)c1cccc(C(=O)NCCc2ccc(O)c(O)c2)c1
#28 COc1cc(NC(=O)CCCOc2ccc(Cl)cc2Cl)c(C(=O)O)cc1OC
#29 Cc1cc(N2CCOCC2)nc2ccc(NC(=S)N3CCN(Cc4ccccc4)CC3)cc12
#30 CC(C)(C)Nc1c(C2CCNCC2)nc2c(OCc3ccccc3)cccn12
Assay by compound	17	18	19	20	21	22	23	24	25	26	27	28	29	30
CF NFkB inh	-2	32	8	-15	-15	18	1	13	0	4	21	8	-6	-10
TROY NFkB inh	-4	9	-31	-9	16	0	-1	-6	-36	-16	56*	14	15	10
COUP-TFII inh	4	2	-4	-2	7	5	4	·	-24	14	-9	-18	-10	-22
KKLEB cytotox	3	-39	0	3	14	-7	0	-6	4	-6	-4	-4	1	-12
C8 TRAIL sens	-4	17	-6	-1	5	-10	-9	-17	-7	12	28	-9	-4	1
NCOA3 inh	8	-10	0	10	-7	25	4	17	0	6	-18	6	2	-6
NCOA2 inhibitor	7	14	-11	-17	11	12	3	·	8	6	10	-5	3	-14
EBV LMP1 NFkB	-4	-45	·	-2	-8	-10	-3	1	-3	-4	5	0	9	·
TWEAK Fn14 block	1	17	11	24	5	-21	3	11	-17	-15	39	0	16	-4
NR5A2 inv ag	-10	12	-8	5	-30	-13	-8	-6	3	4	-29	9	-1	-2
NCOA1 inh	2	-10	9	4	-20	-7	1	9	-32	4	-16	13	-13	8

#31 CC1=NN(c2ccccc2)C(=O)/C1=C/c1ccc[nH]1
#32 CC(=O)NN=C1CCC(c2ccccc2)CC1 (stereo not drawn)
#33 CCSc1ccccc1C(=O)N=C1NC(=O)CC2C(=O)NCCN12 (stereo not drawn)
#34 CCOC(=O)[C@H]1[C@H]2COc3ccc(C)cc3[C@@H]2N2C(=O)CN(CC3CCCO3)C(=O)[C@@]12C (stereo partly drawn)
#35 C/C=C\C=C/C(=O)Nc1cccc(C2=NOC3(C2)C[C@H](C(N)=O)N(C(=O)c2ccc(OC)cc2)C3)c1 (stereo partly drawn)
#36 CCC1CN(C(=O)N2CCC(C(=O)NCc3ccco3)CC2)c2ccccc2O1 (stereo not drawn)
#37 COC(=O)Nc1ccc(S(=O)(=O)N2CCC(C(=O)N3CCCC(C)C3)CC2)cc1 (stereo not drawn)
#38 CCN1CCN(c2nc3c(c(=O)n(C)c(=O)n3C)n2Cc2cccc3ccccc23)CC1
#39 COc1cc(NC(=O)[C@H]2CCCN2S(=O)(=O)c2cccc3cccnc23)cc(OC)c1OC
#40 O=C1c2ccccc2C(=O)N1c1ccc(S(=O)(=O)N2CCN(c3ccccc3)CC2)cc1
Assay by compound	31	32	33	34	35	36	37	38	39	40
CF NFkB inh	2	2	-4	-11	-7	7	-17	0	-20	11
TROY NFkB inh	-49	3	-20	4	-1	-11	5	1	-4	-14
COUP-TFII inh	-20	-13	-7	15	-18	0	28	3	16	1
KKLEB cytotox	-4	-4	7	8	-8	1	-5	-12	-29	2
C8 TRAIL sens	1	-10	-2	7	4	-14	-6	-46	5	4
NCOA3 inh	-47	11	16	5	-16	9	0	-14	22	5
NCOA2 inhibitor	-52	2	-20	-1	7	7	-13	-2	6	-4
EBV LMP1 NFkB	-26	-5	-4	-8	-1	-20	-9	-8	-9	2
TWEAK Fn14 block	-7	-14	-3	-6	-2	11	-15	-2	-9	-21
NR5A2 inv ag	-45	-2	-5	2	4	-2	-1	9	-7	10
NCOA1 inh	-43	-14	-69	0	-12	1	1	10	-5	-2

Two entries from above, with values under each structure.
The line under a structure holds: CF NFkB inh, TROY NFkB inh, COUP-TFII inh, KKLEB cytotox, C8 TRAIL sens, NCOA3 inh, NCOA2 inhibitor, EBV LMP1 NFkB, TWEAK Fn14 block, NR5A2 inv ag, NCOA1 inh
#6 Oc1ccc(C[C@H]2CNCCN2CC2CCCCC2)cc1
→ 17, 2, -15, 0, 3, -9, 25, -1, 12, 6, 9
#33 CCSc1ccccc1C(=O)N=C1NC(=O)CC2C(=O)NCCN12 (stereo not drawn)
→ -4, -20, -7, 7, -2, 16, -20, -4, -3, -5, -69

The list continues.
#41 COC(=O)c1scc(C)c1NC(=O)CC1NCCNC1=O (stereo not drawn)
#42 c1ccc(COc2ccc(-c3csnn3)cc2)cc1
#43 O=C1CN(C(=O)CSc2ccc(-c3ccc(F)cc3)nn2)c2ccccc2N1
#44 O=C1C=C(c2ccccc2)CCC1
#45 CC1Sc2ccc(C(=O)Nc3ncccc3O)cc2NC1=O (stereo not drawn)
#46 Cc1ccc2cc(CCNC(=O)CC(C)C)c(=O)[nH]c2c1
#47 CCC(Oc1ccccc1)C(=O)Nc1ccccc1C(=O)N1CCCCC1 (stereo not drawn)
#48 O=C(Nc1ccn(CCCNCc2ccccn2)c(=O)n1)OCc1ccccc1
Assay by compound	41	42	43	44	45	46	47	48
CF NFkB inh	2	4	-17	17	6	11	0	18
TROY NFkB inh	-12	-44	3	-20	-11	-11	7	-9
COUP-TFII inh	7	·	12	-2	-24	1	10	-13
KKLEB cytotox	2	1	4	-4	10	-12	-4	-5
C8 TRAIL sens	21	15	-4	0	9	-2	-18	-13
NCOA3 inh	-4	-65	7	-2	-116	-10	-13	-4
NCOA2 inhibitor	-11	·	-9	-5	-16	2	8	-11
EBV LMP1 NFkB	·	-23	-3	-7	8	-3	2	0
TWEAK Fn14 block	-10	2	7	17	30	1	10	-3
NR5A2 inv ag	17	-82	-15	10	-141	-7	2	5
NCOA1 inh	-16	-88	-9	-12	-86	-8	1	8

High-throughput results from PubChem BioAssay.

Compounds as they come; any-hit rate near 4.2%.
